GSIS activator = GLuc luminescence reporter in INS-1E cells, primary screen for activators of glucose-dependent secretion of insulin; activation, % at 16.6 µM; actives 0.61% (n = 370,000); AID 743287, 2014; INS-1E GLuc reporter insulin secretion, 2-3 h;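 active means lowest replicate activation of at least 40%, so every replicate reaches that level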;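 further: 0% = median of neutral control wells and 100% = median of IBMX positive control wells; some compounds called inactive have numbers as strong as hits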
PAX8 inh HTS = inhibitors of PAX8-driven TPO luciferase reporter, primary screen, RMG-I cells, single concentration; SteadyGlo, 24 h; inhibition, % at 12.6 µM; actives 1.2% (n = 360,000); AID 652154, 2013;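 active means mean replicate inhibition at least 60% with every replicate also reaching 60%; inconclusive means only one of the two criteria is met; inactive means mean below 60% and not all replicates reaching 60%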;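 further: luciferase light reporting Pax8 driven TPO promoter activity; plate controls were median of neutral control wells for no effect and mitoxantrone controls for full effect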
ERp5 inh = inhibitors of ERp5-driven insulin aggregation, primary screen, biochemical, turbidity, absorbance 650 nm, single point | inhibition, % at 9.99 µM | 90 min | Protein disulfide-isomerase A6 (Homo sapiens), Q15084 | AID 651711, 2012 | actives 0.05% (n = 350,000);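 active means mean replicate inhibition above about 25%, with every replicate also reaching it, limit read from the data, passing the limit was not always enough; inconclusive means only one of those two criteria met; inactive means neither criterion met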
Target sequence (Q15084 whole entry, looked up): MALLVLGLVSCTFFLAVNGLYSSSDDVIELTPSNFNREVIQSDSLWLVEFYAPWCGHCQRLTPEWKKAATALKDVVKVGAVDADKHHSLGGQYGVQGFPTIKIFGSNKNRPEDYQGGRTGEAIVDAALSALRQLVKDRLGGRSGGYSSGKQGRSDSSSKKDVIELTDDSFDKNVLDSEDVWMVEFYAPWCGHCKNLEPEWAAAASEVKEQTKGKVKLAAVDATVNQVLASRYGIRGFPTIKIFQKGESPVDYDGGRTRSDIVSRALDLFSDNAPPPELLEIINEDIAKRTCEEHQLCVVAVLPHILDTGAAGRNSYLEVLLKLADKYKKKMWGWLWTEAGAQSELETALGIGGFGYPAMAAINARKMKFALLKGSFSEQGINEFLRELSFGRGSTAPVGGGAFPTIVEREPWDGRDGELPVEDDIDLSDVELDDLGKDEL
XiGFP reactiv = activators of inactive X chromosome reactivation, primary screen, imaging, XiGFP fibroblasts, GFP high-content imaging, set 2 | XiGFP mouse fibroblasts, % GFP-positive cells imaging, 3 d; cells co-treated with 5-aza-dC sensitizer; scaled so ellipticine positive control = 100% | activation, % at 7.58 µM | actives 0.055% (n = 360,000) | AID 743238, 2013;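 active means mean normalized replicate activation at least 10% and every replicate at or above 10%; inconclusive means only one of the two criteria met; inactive means mean below 10% and not all replicates reach 10%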;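 further: 0% = median of on-plate neutral control wells and 100% = ellipticine 6 µM median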
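Schedule: 3 d treatment, 15 min room-temperature fixation; system: 68-5-11 XiGFP fibroblast line; buffer or medium: DMEM plus 5-aza-dC sensitizer; control set: ellipticine 6 µM positive control; compound: one concentration, pinned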
DENV2 CPE rescue = inhibitors of DENV2 cytopathic effect, primary screen, cell-based, plate reader, single concentration; CPE inhibition, % at 9.99 µM; actives 1.7% (n = 350,000); AID 651640, 2012; DENV2-infected cells, cytopathic effect rescue; in the data active means CPE inhibition above about 20%, passing the limit was not always enough; inconclusive means no clear call, values can overlap the other calls; tested in BHK-21 cells;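 further: 0% = median of neutral control wells and 100% = median of positive control wells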
ARNT TACC3 PPI = disruptors of ARNT/TACC3 protein interaction, primary screen, biochemical, AlphaScreen, single concentration | actives 0.66% (n = 390,000) | Transforming acidic coiled-coil-containing protein 3 (Homo sapiens), Q9Y6A5 | AlphaScreen His-ARNT PAS-B/GST-TACC3 binding, luminescence; TACC3 fragment carries E629A point mutation | AID 623870, 2012 | inhibition, % at 9.99 µM;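 active means mean inhibition of replicates at least 50% and at least half of replicates each reaching 50%; inconclusive means half or more replicates reach 50% but mean below 50%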;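 further: 0% = complete ARNT plus TACC3 wells and 100% = ARNT alone without TACC3; many hits fall short of the cut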
F508del corr = F508del CFTR correction, initial screen, CFBE line, single point; activity (quench increase), % at 7.58 µM; AID 720511, 2013; CFBE cells, YFP halide quenching; stimulated with forskolin plus potentiator P3; % fluorescence drop versus neutral controls; actives 0.36% (n = 350,000);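 active means mean added fluorescence quench of at least 8% versus neutral control, with both replicates also reaching 8%; inconclusive means only one of the mean or replicate conditions met; inactive means mean below 8% and not both replicates reaching 8%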;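 further: cells transiently co-express mutant CFTR-F508del with the halide-sensitive YFP; corrector assay measuring rescue of mutant channel to the surface after 24 h compound exposure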
EWS-Fli block = EWS/Fli-driven NR0B1 reporter inhibitors, primary screen, A673 cells, NR0B1 luciferase, luminescence, MLPCN library; viability-normalised; inhibition, % at 12.6 µM; actives 0.67% (n = 350,000); AID 651661, 2012;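 active means mean inhibition of at least 50% after viability correction, with every replicate also passing that limit; inconclusive means mean reaches 50% but only one of two replicates passes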;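 further: firefly luciferase signal divided by Alamar Blue viability fluorescence both relative to DMSO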
* marks the source's active call; other numbers are inactive results; ? = inconclusive; · = not tested or not shown.

SMILES	GSIS activator	PAX8 inh HTS	ERp5 inh	XiGFP reactiv	DENV2 CPE rescue	ARNT TACC3 PPI	F508del corr	EWS-Fli block
CCNC(=O)C[C@@H]1CC[C@H]2[C@@H](COC[C@@H](O)CN2C(=O)Nc2cccc(OC)c2)O1	4	·	·	0.2	-5	-2	-2.4	·
C[C@@H]1CN([C@@H](C)CO)C(=O)c2cccc(NC(=O)c3ccc(-c4nccs4)cc3)c2O[C@H]1CN(C)Cc1ccncc1	-14	11	0	0.0	11	8	2.3	-2
C[C@H](CO)N1C[C@H](C)[C@H](CN(C)C(=O)c2cccnc2)Oc2cc(C#CC3(O)CCCC3)ccc2S1(=O)=O	22	-11	2	0.5	-1	-4	-5.4	-2
Cc1ccc(NC(=O)C2C3CCCC2C3c2ccccc2)c(C)c1 (stereo not drawn)	5	3	4	0.3	3	-2	·	5
COc1ccc(-c2cnc3c(c2)C(=O)N([C@H](C)CO)C[C@H](C)[C@@H](CN(C)Cc2cccnc2)O3)cc1	14	·	0	0.1	?	-2	-0.9	-8
CCN(C[C@H]1N[C@@](C)(C(=O)OC)[C@H]2C(=O)N(C)C(=O)[C@@H]12)C(=O)c1ccc(F)cc1	-2	5	-5	0.0	?	2	-4.3	-3
Cc1nn(CC(=O)NCC(C)c2ccccc2)c(=O)c2cc3occc3n12 (stereo not drawn)	20	-9	0	0.2	3	-3	4.2	·
C[C@@H]1CN([C@H](C)CO)C(=O)c2cc(NC(=O)Nc3ccc(F)cc3)ccc2O[C@@H]1CN(C)CC1CCCCC1	-2	-32	-3	0.1	-8	16	-3.2	-1
Cc1ccc(S(=O)(=O)Nc2ccc3c(c2)C(=O)N([C@@H](C)CO)C[C@@H](C)[C@@H](CN(C)S(=O)(=O)c2c(C)noc2C)O3)cc1	0	50	1	-0.1	3	1	-0.4	-13
COc1ccc(C#Cc2ccc3c(c2)[C@@H]2[C@@H](CCN2C(=O)C2CCCCC2)[C@@H](CO)N3)cc1	3	5	·	0.0	·	10	-1.2	10
Cc1cc(CNC(=O)C(C)Cc2ccccc2)nn1C (stereo not drawn)	·	-7	3	0.0	-15	1	1.1	-12
O=C(COC(=O)c1ccc(Br)o1)c1ccc(S(=O)(=O)N2CCCCC2)cc1	·	7	0	0.0	11	-6	-5.9	9
CN1C[C@H](O)COC[C@H]2O[C@@H](CC(=O)NC3CCC3)CC[C@@H]21	3	-37	4	0.0	-4	-7	1.0	-11
CC(C)(C)NC(=O)NC(=O)COC(=O)C1c2ccccc2Oc2ccccc21	-40	-2	3	0.2	16	4	2.8	3
C[C@@H]1CN([C@H](C)CO)C(=O)Cc2cc(NC(=O)C3CC3)ccc2O[C@@H]1CN(C)Cc1ccc(C(=O)Nc2ccccc2N)cc1	6	28	1	0.0	13	24	2.4	-7
CCc1ccc(OCCCC(=O)Nc2ccc(S(N)(=O)=O)cc2)cc1	-2	-5	-2	0.0	-4	·	2.6	4
COc1ccccc1-c1ccc([C@@H]2[C@@H](CO)N3CCCCN(Cc4ccncc4)C[C@@H]23)cc1	12	-10	1	0.0	4	14	1.0	-15
CCOC(=O)C1CCN(c2cc3c(cc2NC(=O)c2cc(OC)ccc2Br)n(C)c(=O)n3C)CC1	4	-11	-1	0.1	0	-17	-1.8	2
C/C(=N\NC(=O)c1cccnc1)c1cc(C)oc1C	-3	32	1	0.0	·	22	0.0	-10
CC1(C)ON=C(c2ccc(C(F)(F)F)cc2)NC1=O	1	-2	-4	0.0	2	·	2.3	-11
CC1=C(C#N)c2nc(N)c(C#N)c(C)c2/C1=C\c1ccc(OCC(=O)O)c(Cl)c1	-4	-14	-9	0.3	2	14	-0.9	4
O=S(=O)(Cc1ccc(Cl)cc1)Nc1ccc(Cl)cn1	-8	-12	0	0.0	-2	-27	1.2	13
OCC1(CCOc2ccccc2)CCN(Cc2ccncc2)CC1	5	-21	2	0.3	13	-10	0.0	8
CCOC(=O)c1c(C=O)c2ccccc2n1CC	24	2	2	0.0	-2	-1	3.2	-3
CCn1cc(/C=C(\NC(=O)c2ccccc2F)C(=O)N2CCN(C)CC2)c2ccccc21	11	0	-14	-0.1	6	·	1.9	-15
CSC(=Nc1ccccc1)C(C#N)c1nc2ccccc2[nH]1 (stereo not drawn)	13	23	5	0.0	-8	-12	-1.0	9
CO[C@@H](CN(C)Cc1cc(F)ccc1F)[C@H](C)CN(C(=O)Nc1ccc(F)cc1)[C@@H](C)CO	-3	·	0	0.0	3	1	1.6	-8
CCc1cc2c(SCC(=O)Nc3ncc(Cl)c(C)c3Cl)ncnc2s1	2	-3	6	0.0	·	0	2.0	-21
O=C(CCCOc1ccc(Cl)cc1Cl)NCc1ccncc1	5	-55	0	0.2	1	1	-1.8	-9
CC1(C)O[C@@H]2C[C@H]3[C@@H]4C[C@H](F)C5=CC(=O)CC[C@]5(C)[C@H]4[C@@H](O)C[C@]3(C)[C@]2(C(=O)CO)O1	·	15	-4	0.0	7	0	4.5	-11
C[C@@H]1CCCCO[C@H](CN(C)CC2CCCCC2)[C@@H](C)CN([C@H](C)CO)C(=O)c2cc(NC(=O)Nc3cccc4ccccc34)ccc2O1	-9	6	6	0.1	-3	11	-1.2	12
NCCNC(=O)Cc1cccc(NC(=O)Cc2ccc(Nc3ncnc4c3ncn4[C@@H]3O[C@H](CO)[C@@H](O)[C@H]3O)cc2)c1	-8	14	-7	0.2	12	1	3.8	-8
CC(OC(=O)CCN=C1NS(=O)(=O)c2ccccc21)C(=O)Nc1ccc(F)cc1Cl (stereo not drawn)	-3	-10	0	0.6	16	-1	0.7	-1
CN(CCN1CCOCC1)Cc1nc(-c2ccc(Cl)cc2)no1	4	-81	3	0.2	0	-5	2.2	0
COc1ccccc1-c1cc(C(=O)N2CCN(c3ccccc3OC)CC2)no1	-13	·	0	·	-9	4	-2.7	7
COc1ccc(-c2cc(C(=O)Nc3c(C)n(C)n(-c4ccccc4)c3=O)no2)cc1OC	6	19	3	2.6	-3	9	-0.3	5
C[C@H](CO)N1C[C@H](C)[C@@H](CN(C)Cc2ccc(Cl)c(Cl)c2)Oc2c(cccc2N(C)C)C1=O	-27	21	5	-1.0	18	·	0.9	13
CCn1c2ccccc2c2cc(NC(=O)COC(=O)c3ccccc3Br)ccc21	-2	-7	3	-0.2	-3	-1	·	11
CS(=O)(=O)N1CCC(C(=O)NCc2ccccc2)CC1	11	7	4	0.4	-2	6	0.2	-5
Cc1ccc(S(=O)(=O)N(C)C)cc1NC(=O)C(C)OC(=O)c1cc[n+]([O-])cc1 (stereo not drawn)	16	0	-4	-0.1	?	·	1.1	2

Quoted from above for reference:
SMILES	GSIS activator	PAX8 inh HTS	ERp5 inh	XiGFP reactiv	DENV2 CPE rescue	ARNT TACC3 PPI	F508del corr	EWS-Fli block
CC1(C)O[C@@H]2C[C@H]3[C@@H]4C[C@H](F)C5=CC(=O)CC[C@]5(C)[C@H]4[C@@H](O)C[C@]3(C)[C@]2(C(=O)CO)O1	·	15	-4	0.0	7	0	4.5	-11
C[C@@H]1CCCCO[C@H](CN(C)CC2CCCCC2)[C@@H](C)CN([C@H](C)CO)C(=O)c2cc(NC(=O)Nc3cccc4ccccc34)ccc2O1	-9	6	6	0.1	-3	11	-1.2	12
NCCNC(=O)Cc1cccc(NC(=O)Cc2ccc(Nc3ncnc4c3ncn4[C@@H]3O[C@H](CO)[C@@H](O)[C@H]3O)cc2)c1	-8	14	-7	0.2	12	1	3.8	-8
CC(OC(=O)CCN=C1NS(=O)(=O)c2ccccc21)C(=O)Nc1ccc(F)cc1Cl (stereo not drawn)	-3	-10	0	0.6	16	-1	0.7	-1
CN(CCN1CCOCC1)Cc1nc(-c2ccc(Cl)cc2)no1	4	-81	3	0.2	0	-5	2.2	0
COc1ccccc1-c1cc(C(=O)N2CCN(c3ccccc3OC)CC2)no1	-13	·	0	·	-9	4	-2.7	7
COc1ccc(-c2cc(C(=O)Nc3c(C)n(C)n(-c4ccccc4)c3=O)no2)cc1OC	6	19	3	2.6	-3	9	-0.3	5
C[C@H](CO)N1C[C@H](C)[C@@H](CN(C)Cc2ccc(Cl)c(Cl)c2)Oc2c(cccc2N(C)C)C1=O	-27	21	5	-1.0	18	·	0.9	13

The list goes on:
SMILES	GSIS activator	PAX8 inh HTS	ERp5 inh	XiGFP reactiv	DENV2 CPE rescue	ARNT TACC3 PPI	F508del corr	EWS-Fli block
COc1cc(NC(=S)N2CCC(C(N)=O)CC2)c(OC)cc1Cl	-1	-4	1	0.0	2	-1	-0.5	-4
NC(=O)c1cccc(-c2ccnc3c2CC(C(=O)NCc2ccccc2)O3)c1 (stereo not drawn)	1	25	-8	1.0	2	·	2.1	31
Cc1ccc(S(=O)(=O)Nc2ccc(NC(=O)Nc3cccc(C(F)(F)F)c3)cc2)cc1	-9	46	1	-0.1	2	3	·	13
CC(=O)N[C@@H](Cc1ccc(OC(F)(F)F)cc1)C(=O)O	5	-1	-3	0.1	-2	-3	0.0	-4
COc1cc(-c2noc(C)c2C(=O)NCCc2ccccc2)cc(OC)c1OC	0	-26	1	0.1	-13	8	-9.0	-8
CC(C)c1cccc(C(C)C)c1NC(=O)CCN1C(=O)NC2(CCCC2)C1=O	-14	-1	1	-0.1	-5	11	0.8	0
Cc1ccc(C(=O)Nc2cccnc2)cc1S(=O)(=O)N1CCCC1	25	·	-1	0.1	14	-1	-1.3	-10
CC(C)(C)NC(=O)C(c1ccccc1)n1c(=O)c(-c2ccccc2)nc2ccccc21 (stereo not drawn)	6	0	8	-0.1	7	·	-1.7	-12
C[C@H](CO)N1C[C@H](C)[C@H](CN(C)C(=O)c2ccc3c(c2)OCO3)Oc2cc(/C=C/c3ccccc3)ccc2S1(=O)=O	-9	·	-3	-0.5	0	·	-1.2	23
O=C(c1cccnc1)N1CC(=O)N2[C@H](CO)[C@@H](c3ccc(-c4ccc(F)cc4)cc3)[C@@H]2C1	-7	-3	-1	0.0	-1	·	-5.3	0
O=C(NCCC(=O)N1CCN(S(=O)(=O)c2ccccc2Cl)CC1)Nc1ccccc1	-1	-5	-9	-0.1	-1	·	-2.2	-4
Cc1cc(=O)[nH]c(SCC(=O)N2C(C)CCCC2C)n1 (stereo not drawn)	-7	3	4	0.3	-6	-7	-0.9	2
CCNc1nc(NCC)n2c(SCC(=O)Nc3ccccc3Cl)nnc2n1	27	-2	0	-0.2	16	-1	3.4	6
Cc1ccccc1C(=O)N1CCN(c2ccc([N+](=O)[O-])c(NCc3cccnc3)c2)CC1	12	12	·	-0.1	·	5	·	·
Cc1ccccc1OCC(O)CN1CCC(C)CC1 (stereo not drawn)	32	5	2	0.0	1	·	-2.4	-40
Cc1ccccc1NC(=O)C(Cc1ccccc1)n1cccc1 (stereo not drawn)	-1	-13	-6	0.2	19	10	-2.1	1
CCOC(=O)N1CCN(Cc2nc3c(c(=O)[nH]c(=O)n3C)n2Cc2cc(C)ccc2C)CC1	5	·	8	·	-3	1	-1.9	-3

Screening data deposited in PubChem by Broad Institute.
